MT1-MMP act inh = inhibitors of human MT1-MMP activation. P50281. HT1080 RFP-PRO-GFP cells, GFP/RFP ratio fluorescence, overnight; percent of plate control window, DMSO zero. GFP/RFP ratio change, % at 20 µM. hit rate 0.061% among 360,000. AID 651647;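 active = GFP/RFP ratio change of at least 30% with cell ATP level not reduced by more than half and red fluorescence within 50% of control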; note: strong numbers were not always called active
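Assay system: HT1080 RFP-PRO-GFP cells. Benchmarks: DMSO vehicle wells and RFP-L50D-GFP reporter cell wells. Times: overnight cell settling, then overnight compound exposure, 37 °C, 5% CO2. Compound: 20 µM single dose, 1% DMSO. Read-out basis: GFP/RFP fluorescence ratio.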
SKN-1 inh = inhibitors of C. elegans SKN-1 | C. elegans VP596 Pgst-4::GFP/RFP ratio, acrylamide-induced, 24 h | hit rate 0.49% among 360,000 | inhibition, % at 21.8 µM;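 active = interference check ratio from 0.5 to 1.5 plus GFP to RFP signal ratio inhibition reaching or exceeding a fixed threshold, cut at about 30% in these data, passing the limit was not always enough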; note: some compounds called inactive have numbers as strong as hits
FAS TE block = blocks the thioesterase domain of human fatty acid synthase; P49327; recombinant FAS-TE, OMFH fluorogenic substrate, fluorescence endpoint; inhibition, % at 15 µM; hit rate 0.67% among 360,000;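 active = compounds whose normalised, plate-corrected inhibition of enzyme fluorescence in the single-dose primary screen is 50% or more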;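 note: 0% = DMSO with enzyme and 100% = substrate without enzyme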
MLLE-PAM2 inh = inhibitors of microRNA-mediated deadenylation, human PABP1 MLLE binding; P11940; GST-MLLE / FITC-PAM2 fluorescence polarization; inhibition, % at 20 µM; hit rate 0.36% among 360,000; in the data active = inhibition above about 35%, passing the limit was not always enough;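 note: plate controls were DMSO wells with GST-MLLE for no effect and wells lacking GST-MLLE protein for full effect; some results filed as inactive read as strong as hits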
NRP1-CendR mod = alters CendR peptide binding to human NRP-1; hit rate 0.85% among 360,000; inhibition, % at 25 µM; AID 602438; O14786; FAM-RPARPAR peptide binding to NRP-1, fluorescence polarization;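 active = inhibition or corrected inhibition above about 18%, plus a signal ratio from 0.5 to 1.5, limit read from the data, passing the limit was not always enough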; note: strong numbers were not always called active
Neddyl block = inhibitors of human cullin neddylation | P61081+Q13564 | TR-FRET cullin neddylation, biochemical | calls only at 25 µM | hit rate 0.58% among 360,000 | AID 651699; in the data active = inhibition above about 36%
Rin1 Abl inh = blocks binding of human Rin1 to Abl; hit rate 0.4% among 360,000; inhibition, % at 7.35 µM; TR-FRET Rin1/Abl binding, biochemical; AID 588664; in the data active = inhibition above about 5%, passing the limit was not always enough
bovine MsrA act = activators of bovine methionine sulfoxide reductase A; purified bovine MsrA, absorbance read-out; activation, % at 10.6 µM; hit rate 0.3% among 360,000; AID 602163; in the data active = activation above about 7.5%;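 note: 0% = vehicle and 100% = reference activator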
E coli Lon inh = E. coli protease La inhibition | purified E. coli Lon protease, fluorescence polarization | inhibition, % at 7.94 µM | hit rate 0.42% among 360,000 | AID 602123; in the data active = inhibition above about 13%, passing the limit was not always enough;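 note: 0% = enzyme with probe and DMSO and 100% = no enzyme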
* hit, by the source's call.

`CCCCN(C(=O)c1ccc(S(=O)(=O)N(C)C)cc1)c1nc2ccccc2s1` gave MT1-MMP act inh 1, SKN-1 inh -3, FAS TE block -5, MLLE-PAM2 inh 10, NRP1-CendR mod -6, Neddyl block inactive, Rin1 Abl inh 0, bovine MsrA act -4 and E coli Lon inh 1.
Screening O=S(=O)(NCc1csc(-c2cccnc2)n1)c1ccc(F)cc1 returned MT1-MMP act inh -1, SKN-1 inh 5, FAS TE block -3, MLLE-PAM2 inh -3, NRP1-CendR mod -4, Neddyl block inactive, Rin1 Abl inh -7, bovine MsrA act -1 and E coli Lon inh 0.
O=C(N=Nc1c(O)[nH]c2ccc(Br)cc12)c1cc(-c2cccc3ccccc23)n[nH]1 was read as MT1-MMP act inh 6, SKN-1 inh 0, FAS TE block 46, MLLE-PAM2 inh -14, NRP1-CendR mod 0, Neddyl block inactive, Rin1 Abl inh -1, bovine MsrA act -3 and E coli Lon inh 1.
Screening Cc1noc(C)c1-c1csc(N2CCC(C(N)=O)CC2)n1 returned MT1-MMP act inh 4, SKN-1 inh 6, FAS TE block -12, MLLE-PAM2 inh 40*, NRP1-CendR mod 11, Neddyl block inactive, Rin1 Abl inh 1, bovine MsrA act -3 and E coli Lon inh -3.
`CCC(=O)NC(=S)Nc1c(C)cc(Br)cc1C` gave MT1-MMP act inh 1, SKN-1 inh 2, FAS TE block 3, MLLE-PAM2 inh 44*, NRP1-CendR mod 12, Neddyl block inactive, Rin1 Abl inh -2, bovine MsrA act -3 and E coli Lon inh 4.
`Cc1ccc(NC(CC(=O)c2ccccc2)c2ccc(F)cc2)cc1` (configuration not stated) gave MT1-MMP act inh 0, SKN-1 inh 15, FAS TE block 32, MLLE-PAM2 inh -2, NRP1-CendR mod -15, Neddyl block inactive, Rin1 Abl inh 2, bovine MsrA act -1 and E coli Lon inh -3.
`Cc1ccc(N(C(=O)c2ccc3c(c2)OCO3)C2C=CS(=O)(=O)C2)cc1` (configuration not stated) gave MT1-MMP act inh -5, SKN-1 inh 12, FAS TE block -6, MLLE-PAM2 inh 4, NRP1-CendR mod -9, Neddyl block inactive, Rin1 Abl inh -3, bovine MsrA act -2 and E coli Lon inh 0.
`CCOC(=O)[C@]12CCCC=C1N(Cc1cccc3ccccc13)C(=O)[C@H](CC(=O)N1CCN(C(=O)C3CC3)CC1)C2` gave MT1-MMP act inh 4, SKN-1 inh -10, FAS TE block -1, NRP1-CendR mod -12, Neddyl block inactive, bovine MsrA act -2 and E coli Lon inh -2.
For CC(=O)OCc1nc2sc(C)c(C)c2c(=O)[nH]1 the results were MT1-MMP act inh 5, SKN-1 inh -6, FAS TE block -7, MLLE-PAM2 inh 0, NRP1-CendR mod 9, Neddyl block inactive, Rin1 Abl inh -1, bovine MsrA act -3 and E coli Lon inh 1.
Cc1ccsc1C(=O)OCC(=O)N1CC(C)CC(C)C1 (configuration not stated) was read as MT1-MMP act inh 3, SKN-1 inh -6, FAS TE block -1, MLLE-PAM2 inh 6, NRP1-CendR mod 4, Neddyl block inactive, Rin1 Abl inh 3, bovine MsrA act -3 and E coli Lon inh -6.
Screening CC(=O)Nc1ccc(S(=O)(=O)NC(C)C(=O)NCC(c2ccco2)N2CCCCC2)cc1 (configuration not stated) returned MT1-MMP act inh 5, SKN-1 inh 4, FAS TE block -9, MLLE-PAM2 inh -13, NRP1-CendR mod 9, Neddyl block inactive, Rin1 Abl inh -2, bovine MsrA act 0 and E coli Lon inh 8.
CCOC(=O)C(C)Oc1ccc(C2NC(=O)NC(C)=C2C(C)=O)cc1Br (configuration not stated) was read as MT1-MMP act inh -1, SKN-1 inh 0, FAS TE block -6, MLLE-PAM2 inh -3, NRP1-CendR mod 6, Neddyl block inactive, Rin1 Abl inh -2, bovine MsrA act 0 and E coli Lon inh -10.
`CCNC(=O)C1(C)CCN(Cc2ccccc2C#N)C1` (configuration not stated) gave MT1-MMP act inh 3, SKN-1 inh -3, FAS TE block -5, MLLE-PAM2 inh -5, NRP1-CendR mod -9, Neddyl block inactive, Rin1 Abl inh -3, bovine MsrA act -4 and E coli Lon inh -12.
`CC(C)C(=O)Nc1nc2ccc(S(C)(=O)=O)cc2s1` gave MT1-MMP act inh -7, SKN-1 inh 2, FAS TE block -4, MLLE-PAM2 inh -6, NRP1-CendR mod -7, Neddyl block inactive, Rin1 Abl inh -2, bovine MsrA act -12 and E coli Lon inh 0.
Fc1cc(NCc2ccccc2)nc(NCc2ccccc2)n1 was read as MT1-MMP act inh 4, SKN-1 inh 22, FAS TE block 24, MLLE-PAM2 inh 7, NRP1-CendR mod 11, Neddyl block inactive, Rin1 Abl inh -3, bovine MsrA act -3 and E coli Lon inh 11.
CSc1ccc(S(=O)(=O)NCC(=O)OCC(=O)N(Cc2ccccc2)C(C)C)cc1[N+](=O)[O-] was read as MT1-MMP act inh 1, SKN-1 inh -26, FAS TE block 16, MLLE-PAM2 inh 3, NRP1-CendR mod -2, Neddyl block inactive, Rin1 Abl inh 0, bovine MsrA act -6 and E coli Lon inh 2.
Screening COc1ccc(N2CCN(C(c3cccs3)C(C)NC(=O)c3ccc4c(c3)OCO4)CC2)cc1 (configuration not stated) returned MT1-MMP act inh -3, SKN-1 inh -3, FAS TE block 17, MLLE-PAM2 inh -7, NRP1-CendR mod -4, Neddyl block inactive, Rin1 Abl inh -3, bovine MsrA act -3 and E coli Lon inh -1.
Screening O=C(CN1C(=O)c2ccccc2S1(=O)=O)NC1CCCCC1 returned MT1-MMP act inh 2, SKN-1 inh -4, FAS TE block -6, MLLE-PAM2 inh 4, NRP1-CendR mod 10, Neddyl block inactive, Rin1 Abl inh -1, bovine MsrA act -8 and E coli Lon inh -2.
Screening Cc1ccc(NC(=O)Nc2cc(C)on2)cc1 returned MT1-MMP act inh 2, SKN-1 inh -5, FAS TE block -1, MLLE-PAM2 inh -6, NRP1-CendR mod 0, Neddyl block inactive, Rin1 Abl inh -4, bovine MsrA act -7 and E coli Lon inh -1.
Screening Cc1ccc(Cn2ncc3c(NCCCN(C)C)ncnc32)cc1 returned MT1-MMP act inh -2, SKN-1 inh 3, FAS TE block -7, MLLE-PAM2 inh 4, NRP1-CendR mod -12, Neddyl block inactive, Rin1 Abl inh 0, bovine MsrA act -1 and E coli Lon inh -3.
Cc1nc2nc(SCC(=O)O)nn2c(C)c1Cc1c(F)cccc1Cl was read as MT1-MMP act inh 7, SKN-1 inh -7, FAS TE block -5, MLLE-PAM2 inh -50, NRP1-CendR mod 22, Neddyl block inactive, Rin1 Abl inh -1, bovine MsrA act -3 and E coli Lon inh -3.
COc1ccccc1NS(=O)(=O)c1cc(NC(=O)C2CCCC2)ccc1N1CCOCC1 was read as MT1-MMP act inh 7, SKN-1 inh 0, FAS TE block 16, MLLE-PAM2 inh 30, NRP1-CendR mod 0, Neddyl block inactive, Rin1 Abl inh 1, bovine MsrA act -6 and E coli Lon inh 0.
Screening CCc1ccc2nc3c(c(C(=O)O)c2c1)CCC3 returned MT1-MMP act inh -6, SKN-1 inh -5, FAS TE block -10, MLLE-PAM2 inh 12, NRP1-CendR mod -21, Neddyl block inactive, Rin1 Abl inh 0, bovine MsrA act -1 and E coli Lon inh 7.
Screening Cc1noc(C)c1COc1ccc(C(=O)OC(C)C(=O)Nc2ccc(N3CCOCC3)cc2)cc1 (configuration not stated) returned MT1-MMP act inh -12, SKN-1 inh -22, FAS TE block -4, MLLE-PAM2 inh -4, NRP1-CendR mod -6, Neddyl block inactive, Rin1 Abl inh 0, bovine MsrA act -3 and E coli Lon inh -9.
For Cc1ccc(OCC(=O)N2CCN(C(=O)c3ccncc3)CC2)cc1 the results were MT1-MMP act inh 5, SKN-1 inh 2, FAS TE block -8, MLLE-PAM2 inh -6, NRP1-CendR mod -8, Neddyl block inactive, Rin1 Abl inh 1, bovine MsrA act -3 and E coli Lon inh 2.
Fc1ccc(-c2nc3c(Cl)cc(C(F)(F)F)cn3c2Cl)cc1 was read as MT1-MMP act inh -4, SKN-1 inh 17, FAS TE block -2, MLLE-PAM2 inh 43*, NRP1-CendR mod 20, Neddyl block inactive, Rin1 Abl inh 1, bovine MsrA act -3 and E coli Lon inh 2.
Screening CN1CCN(CCCNc2c(C=O)c(=O)[nH]c3ccccc23)CC1 returned MT1-MMP act inh 1, SKN-1 inh 1, FAS TE block -7, MLLE-PAM2 inh -13, NRP1-CendR mod -10, Neddyl block inactive, Rin1 Abl inh -2, bovine MsrA act -3 and E coli Lon inh -5.
Screening O=C(CC1NCCN(Cc2ccccc2)C1=O)Nc1ccccc1 (configuration not stated) returned MT1-MMP act inh -2, SKN-1 inh 2, FAS TE block -2, MLLE-PAM2 inh 5, NRP1-CendR mod 0, Neddyl block inactive, Rin1 Abl inh -1, bovine MsrA act -2 and E coli Lon inh 17.
CN(C)CCOc1ccc2c(c1)C(=O)C(=Cc1ncc([N+](=O)[O-])n1C)C2 was read as MT1-MMP act inh -23, SKN-1 inh 16, FAS TE block -3, MLLE-PAM2 inh 3, NRP1-CendR mod -4, Neddyl block inactive, Rin1 Abl inh -3, bovine MsrA act -4 and E coli Lon inh 2.
For CC(Sc1nnnn1C1CCCC1)C(=O)Nc1cccc(S(=O)(=O)N2CCOCC2)c1 (configuration not stated) the results were MT1-MMP act inh 1, SKN-1 inh -11, FAS TE block -1, MLLE-PAM2 inh -5, NRP1-CendR mod 5, Neddyl block inactive, Rin1 Abl inh 4, bovine MsrA act -9 and E coli Lon inh 0.

Gathered by group: the entries above with an aryl methoxy group.
Screening COc1ccc(N2CCN(C(c3cccs3)C(C)NC(=O)c3ccc4c(c3)OCO4)CC2)cc1 (configuration not stated) returned MT1-MMP act inh -3, SKN-1 inh -3, FAS TE block 17, MLLE-PAM2 inh -7, NRP1-CendR mod -4, Neddyl block inactive, Rin1 Abl inh -3, bovine MsrA act -3 and E coli Lon inh -1.
COc1ccccc1NS(=O)(=O)c1cc(NC(=O)C2CCCC2)ccc1N1CCOCC1 was read as MT1-MMP act inh 7, SKN-1 inh 0, FAS TE block 16, MLLE-PAM2 inh 30, NRP1-CendR mod 0, Neddyl block inactive, Rin1 Abl inh 1, bovine MsrA act -6 and E coli Lon inh 0.

The results go on.
Cc1ccc(S(=O)(=O)N2CCC(=O)N([C@H](COCc3ccc(C(F)(F)F)cc3)C(C)C)CC2)cc1 was read as MT1-MMP act inh -2, SKN-1 inh 8, FAS TE block 38, NRP1-CendR mod -4, Neddyl block inactive, bovine MsrA act 3 and E coli Lon inh -3.
`CCOc1ncccc1C(=O)OCC(=O)c1ccc[nH]1` gave MT1-MMP act inh -9, SKN-1 inh 7, FAS TE block -8, MLLE-PAM2 inh -7, NRP1-CendR mod -12, Neddyl block inactive, Rin1 Abl inh -1, bovine MsrA act 2 and E coli Lon inh -7.
For O=C(Nc1ccccc1)/C(=C\c1cccs1)NC(=O)c1ccccc1 the results were MT1-MMP act inh 1, SKN-1 inh -2, FAS TE block -9, MLLE-PAM2 inh 17, NRP1-CendR mod 10, Neddyl block inactive, Rin1 Abl inh 0, bovine MsrA act -8 and E coli Lon inh 9.
Screening CCN(C(=O)COC(=O)/C=C/c1cccc([N+](=O)[O-])c1)c1c(N)n(Cc2ccccc2)c(=O)[nH]c1=O returned MT1-MMP act inh -3, SKN-1 inh -5, FAS TE block 0, MLLE-PAM2 inh 6, NRP1-CendR mod -3, Neddyl block inactive, Rin1 Abl inh -2, bovine MsrA act -2 and E coli Lon inh 0.
Cc1cc(C(=O)N/N=C/c2cc(Cl)cc([N+](=O)[O-])c2O)c2ccccc2n1 was read as MT1-MMP act inh -2, SKN-1 inh 22, FAS TE block 31, MLLE-PAM2 inh -13, NRP1-CendR mod -4, Neddyl block inactive, Rin1 Abl inh -5, bovine MsrA act -4 and E coli Lon inh -15.
Screening Cc1nc(SCC(N)=O)[nH]c(=O)c1CCC(C)C returned MT1-MMP act inh 4, SKN-1 inh 5, FAS TE block -6, MLLE-PAM2 inh 12, NRP1-CendR mod -2, Neddyl block inactive, Rin1 Abl inh -1, bovine MsrA act 1 and E coli Lon inh 0.

Screening results: PubChem BioAssay, several laboratories
